Bioassay records as filed in PubChem.
Vif-A3G inh = inhibitors of Vif-APOBEC3G interaction | Potency, µM (highest dose often 46.1 µM), for inactives: at the top dose activity, negative = active, usual class: inhibitors | actives 0.076% (n = 410,000) | HeLa A3G-eYFP + Vif (tagged APOBEC3G with the HIV-1 protein that degrades it), YFP fluorescence, overnight | Q9HC16;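 further: potency means the concentration at half of the fitted maximal effect; on the % scale 0 is the no-effect control and ±100 the full control effect; nearly all actives have a fitted effect of over 60% in size; hits raise eYFP signal because A3G escapes Vif-driven loss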
Target sequence (Q9HC16 whole entry, looked up): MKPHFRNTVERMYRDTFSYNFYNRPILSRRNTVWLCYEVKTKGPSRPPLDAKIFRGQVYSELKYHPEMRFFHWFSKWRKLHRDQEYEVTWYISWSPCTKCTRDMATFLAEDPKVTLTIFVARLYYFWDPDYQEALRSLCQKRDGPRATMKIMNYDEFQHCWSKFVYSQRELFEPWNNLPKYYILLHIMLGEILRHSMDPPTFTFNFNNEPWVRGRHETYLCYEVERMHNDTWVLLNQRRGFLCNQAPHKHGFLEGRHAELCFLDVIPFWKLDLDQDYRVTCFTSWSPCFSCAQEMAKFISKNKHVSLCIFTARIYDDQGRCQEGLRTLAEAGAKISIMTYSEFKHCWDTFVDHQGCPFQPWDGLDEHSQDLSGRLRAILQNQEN
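Read-out is eYFP fluorescence (Ex 488/Em 500-530) from Vif-expressing HeLa A3G-eYFP cells; more signal means A3G escaped Vif-mediated degradation. Cells plated overnight, compound pinned in, incubated overnight at 37 deg C.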
RXFP1 agonist = activates the human relaxin receptor RXFP1; actives 0.3% (n = 370,000); Q9HBX9; HEK293T-RXFP1 cAMP TR-FRET, 30 min; response scale: percent of porcine relaxin response, buffer zero; Potency, µM (highest dose often 57.5 µM), inactives show at the highest dose activation, actives largely listed as activators; further: potency means the concentration at half of the fitted maximal effect; on the % scale 0 is the no-effect control and ±100 the full control effect; nearly all actives have a fitted effect of over 60% in size; many of its hits are not listed in these tables
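Agonist response is measured as cAMP accumulation in an RXFP1-transfected HEK293T line under PDE4 inhibition. Values are scaled between buffer-only and 29 nM porcine relaxin, and EC50s come from standard Hill equation fits.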
Vif-A3F inh = inhibitors of Vif-A3F interaction; Potency, µM (titrated, usually from 46.1 µM), for inactives: top-dose activity, negative = active; actives 0.2% (n = 390,000); HeLa A3F-eYFP + Vif (tagged APOBEC3F with the HIV-1 protein that degrades it), YFP fluorescence increase; AID 602313; further: potency means the concentration at half of the fitted maximal effect; % of control where 0% means no effect; nearly all actives have a fitted effect of over 65% in size
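HeLa cells stably expressing Vif plus C-terminally eYFP-tagged A3F were seeded, incubated overnight at 37 deg C, dosed with compound, incubated overnight again at 37 deg C. Yellow fluorescence (Ex 488/Em 500-530) reported blocked Vif-mediated A3F-eYFP degradation.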
PI4K2A block = blocks human PI4K2A kinase activity | actives 0.13% (n = 420,000) | activity change, negative = inhibition, % at 76.9 µM | AID 1346378 | purified PI4K2A, ADP-Glo luminescence, 1 h; hits give low values | Q9BTU6; in the data active means activity change below about -50%; inconclusive means mostly about -30% to -49%;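 further: -100% = wells without enzyme as full effect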
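PI4K2A activity was measured by ADP-Glo luminescence: enzyme (4 ug/mL stock) and phosphatidylinositol (1.2 mM stock) in Tris pH 7.5/MgCl2/EGTA/Triton X-100 buffer were reacted with ATP (300 microM stock) for one hour at ambient temperature.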
Glioma ERSR ind = induces the endoplasmic reticulum stress response in human glioma cells; Potency, µM, for the others: at the highest dose activation, usual class: activators; actives 0.02% (n = 420,000); U87-MG GRP78 promoter luciferase reporter, 16 h; AID 602332; further: potency means the concentration at half of the fitted maximal effect; series mostly up to about 76 µM; % of control where 0% means no effect; nearly all actives have a fitted effect of over 35% in size
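ERSR induction read as luciferase luminescence (Bright-Glo, 10 min at room temperature) in stably transfected human U87-MG glioma cells exposed to compounds for 16 h, using GRP78 as sensor.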
TrxR1 substrate = is turned over as a substrate by rat TrxR1; O89049; Potency, µM (highest dose often 114 µM), for inactives: at the highest dose activity change, negative = substrate turnover; actives 0.01% (n = 390,000); purified TrxR1 substrate turnover, NADPH consumption readout; further: potency means the concentration at half of the fitted maximal effect; on the % scale 0 is the no-effect control and ±100 the full control effect; nearly all actives have a fitted effect of over 50% in size
Target sequence (O89049 whole entry, looked up): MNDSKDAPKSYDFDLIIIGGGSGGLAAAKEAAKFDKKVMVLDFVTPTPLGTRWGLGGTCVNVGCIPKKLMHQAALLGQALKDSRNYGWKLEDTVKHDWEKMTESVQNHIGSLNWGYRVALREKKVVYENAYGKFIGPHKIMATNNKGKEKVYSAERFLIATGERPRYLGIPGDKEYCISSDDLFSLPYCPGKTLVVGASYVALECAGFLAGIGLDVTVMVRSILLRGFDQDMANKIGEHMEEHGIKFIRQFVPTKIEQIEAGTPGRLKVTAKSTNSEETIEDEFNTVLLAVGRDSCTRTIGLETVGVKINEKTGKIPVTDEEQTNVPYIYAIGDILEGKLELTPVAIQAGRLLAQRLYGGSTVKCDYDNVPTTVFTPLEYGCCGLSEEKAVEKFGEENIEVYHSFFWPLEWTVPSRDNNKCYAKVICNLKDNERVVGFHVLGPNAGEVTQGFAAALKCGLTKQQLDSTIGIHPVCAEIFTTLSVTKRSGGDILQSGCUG
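Rat TrxR1, dispensed at 90 nM, was prereduced with 400 uM NADPH (final) for 5 min at ~22 deg C, then incubated with compound 15 min before 400 uM selenite. A first-read NADPH fluorescence drop versus no-compound background flagged substrates.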
USP1 inh = blocks the human USP1/UAF1 deubiquitinase complex | recombinant USP1/UAF1, Ub-Rhodamine cleavage fluorescence | actives 0.23% (n = 390,000) | Potency, µM (top dose mostly 57.1 µM), for the others: at the top dose activity change, negative = inhibition, most hits filed as inhibitors | O94782; further: potency means the concentration at half of the fitted maximal effect; on the % scale 0 is the no-effect control and ±100 the full control effect; nearly all actives have a fitted effect of over 60% in size; inactives centre near -12
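USP1/UAF1 complex (1 nM) preincubated 15 min at room temperature with compound, then Ub-Rho substrate (150 nM final) added. Kinetic fluorescence at 480/540 nm over 6 reads at 60 s intervals; 50 mM HEPES pH 7.8, 0.5 mM EDTA, 0.1 mg/ml BSA, 1 mM TCEP, 0.01% Tween-20.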
mIDH1 inhibitor = inhibitors of human mutant IDH1 R132H | O75874 | IDH1-R132H enzyme, NADPH consumption, diaphorase/resazurin fluorescence | Potency, µM (top dose mostly 76.6 µM), for inactives: at the highest dose activity change, negative = inhibition, actives largely listed as inhibitors | actives 0.093% (n = 390,000) | AID 602179; further: potency means the concentration at half of the fitted maximal effect; on the % scale 0 is the no-effect control and ±100 the full control effect; nearly all actives have a fitted effect of over 65% in size
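IDH1-R132H (0.5 ug/mL dispensed) in pH 7.5 Tris buffer was preincubated 30 min with compound, then given a substrate mix of 0.016 mM NADPH and 2 mM alpha-KG for 80 min at room temperature; remaining NADPH was read by diaphorase/resazurin fluorescence.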
LDHA inh = LDHA (human) enzyme inhibition; purified LDHA, NADH/diaphorase-resazurin fluorescence; hits give low values; P00338; actives 0.15% (n = 480,000); AID 1347041; activity change, % (values are at about 110 or 230 µM); in the data active means activity change below about -30%; inconclusive means mostly about -25% to -30%;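 further: plate controls were DMSO wells for no effect and wells without enzyme for full effect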
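Enzyme activity of human lactate dehydrogenase 5 (2 nM; 0.06 mM NADH, 0.2 mM pyruvate, 5 min, RT) is measured via a resazurin/diaphorase fluorescence readout of residual NADH.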
Active calls of the source: *; ? = inconclusive; nt = no result given; & = joins results of further samples; [ ] = remark or other dose. Unless noted, the call rests on the fitted dose curve; in most records, active means well fitted curve in the direction sought with a large enough effect; inconclusive means small, poorly fitted or top-dose-only effect, or another doubt; inactive means no such curve, though single readings can be large; an effect the other way counts as inactive or inconclusive. The list is partial (hit frequency here may not be typical).

canonical_smiles	Vif-A3F inh	Glioma ERSR ind	Vif-A3G inh	RXFP1 agonist	LDHA inh	USP1 inh	PI4K2A block	TrxR1 substrate	mIDH1 inhibitor
CC1=C(C(=O)Nc2cc(C)ccn2)C(c2ccc(C)cc2)C2=C(CCCC2=O)N1 (stereo not drawn)	-1.7%	-0.7%	-8.6%	4.0%	3.9	-2.7%	-4.6	48.6%[activator]	-1.1%
CC(=O)NC1(c2nnnn2CCOC(=O)Nc2ccc(Cl)cc2)CCCC1	-0.6%	-0.1%	-4.6%	0.1%	-1.5	-1.2%	6.2	0.2%	1.5%
Oc1cncc(Cc2ccccc2)c1	-7.1%	-2.1%	-1.3%	-1.0%	8.3	-13.8%	-4.8	-2.3%[57.1 µM]	6.2%
COCCNC(=O)/C(C#N)=C/c1cccc(OCc2ccccc2)c1	?	?	0.0%	-0.1%	3.1	-28.7%	18.8	-2.9%	0.0%
CCOC(=O)[C@H]1Nc2ccc(Cl)cc2[C@@H]2[C@H]1C1CC(c3ccccc31)N2C(=O)OCc1ccccc1 (stereo partly drawn)	nt	-0.9%	-3.3%	nt	-12.9	nt	0.9	nt	nt
COc1ccc(S(=O)(=O)N2CCC(C(=O)NCC3CCCCC3)CC2)cc1	-15.0%	-4.1%	-2.7%	1.5%	-5.9	-16.1%	2.0	9.2%[57.1 µM]	0.2%
CNc1nc2c(c(=O)n(C)c(=O)n2C)n1CC(O)COc1ccc(OC)cc1 (stereo not drawn)	-1.5%	-2.3%	-1.3%	18.5%	0.8	-4.5%	-3.1	7.7%	-15.0%
CCC1(C(=O)c2ccc(Cl)cc2)C2c3ccccc3OC(=O)C21C(=O)Nc1ccccc1 (stereo not drawn)	6.0%	-2.9%	1.3%	-1.0%	1.8	-2.8%	3.7	-13.0%	0.2%

canonical_smiles	Vif-A3F inh	Glioma ERSR ind	Vif-A3G inh	RXFP1 agonist	LDHA inh	USP1 inh	PI4K2A block	TrxR1 substrate	mIDH1 inhibitor
Cc1ccc(S(=O)(=O)N2CCC(C(N)=O)CC2)cc1C(=O)NC1CCCCC1	1.8%	1.8%	1.9%	-0.1%	-9.8	0.2%	3.5	-2.6%[57.1 µM]	-10.2%
CCOC(=O)N1CCC(=NNC(=O)c2ccccc2F)CC1	-30.0%	6.1%	-2.4%	1.2%	-5.7	-4.6%	-0.9	-4.0%	4.2%
COc1ccc(C2C=C(c3ccc(F)cc3)NC(=S)N2)cc1OC (stereo not drawn)	7.4%	0.2%	0.9%	1.5%	-7.5	-10.9%	0.7	0.3%	0.3%
Cc1ccccc1N=C1C(=O)Nc2ccccc21	2.6%	-3.8%	0.3%	nt	11.6	-2.4%	2.7	-16.2%	0.9%
Cn1c(CSCc2ccc(Cl)c(Cl)c2)nnc1SCC(=O)Nc1nccs1	2.6%	-2.2%	-0.5%	-0.1%	-0.8	-11.0%	2.6	4.1%	7.7%
CCC1(C)Cc2ccccc2-c2nc(NN)[nH]c(=O)c21 (stereo not drawn)	-17.1%	0.5%	0.5%	8.5%	-6.1	-14.4%	0.3	18.2%	8.7%
CCOc1ccccc1CNC(=O)Cn1cc2c(n1)-c1c(oc(C(=O)N3CCCC3)c1C)CC2	3.7%	-3.7%	-1.0%	3.4%	24.1	?	1.4	0.4%	18.8%
COc1ccc2c(c1)Cc1sc(NC(=O)c3ccc(Cl)cc3)nc1-2	0.9%	-2.7%	-9.1%	5.5%	24.5	?	-28.9	7.4%	13.4%

canonical_smiles	Vif-A3F inh	Glioma ERSR ind	Vif-A3G inh	RXFP1 agonist	LDHA inh	USP1 inh	PI4K2A block	TrxR1 substrate	mIDH1 inhibitor
COC(=O)c1cn(C(=O)c2cc(C)cc(C)c2)c2ccccc12	-1.9%	1.6%	-4.3%	-0.4%	-6.6	-3.2%	-7.1	4.0%	0.0%
O=C(O)c1cc(S(=O)(=O)N(Cc2ccccc2)c2ccccc2Cl)ccc1Cl	-1.4%	-1.6%	-6.1%	0.0%	-14.5	-0.4%	0.1	0.8%	-15.0%
CC(=O)N1CCc2ccc(S(=O)(=O)N3CCc4ccccc43)cc21	-2.6%	1.9%	-7.5%	-0.5%	1.1	-12.4%	3.5	-2.1%	-4.8%
Cn1c(=O)c(=O)n(C)c2cc(S(=O)(=O)Nc3ccc(OC(F)(F)F)cc3)ccc21	-1.0%	-0.9%	-1.2%	-0.5%	1.7	-8.5%	4.0	-1.7%	9.3%
COC(=O)Cn1c2ccccc2c2nc3ccccc3nc21	?	-2.4%	-25.9%	1.6%	-0.1	-17.1%	-2.1	10.9%	9.0%
N#Cc1c(NC(=O)CN2CCCCC2)sc2c1CCC2	1.6%	0.8%	-8.9%	0.8%	5.5	-11.1%	-2.6	-8.1%[57.1 µM]	7.4%
COc1cc(C(=O)NC(CCSC)C(=O)Nc2ccc(N3CCOCC3)cc2)cc(OC)c1OC (stereo not drawn)	-5.3%	-0.7%	-3.0%	nt	0.7	5.0%	2.6	nt	5.7%
COc1cc(OC)cc(-n2c(=O)[nH]c3cc(C(=O)NCCc4ccc(C)cc4)ccc3c2=O)c1	1.6%	-3.1%	-0.6%	10.8%	-2.0	?	1.4	-0.7%	-7.8%

canonical_smiles	Vif-A3F inh	Glioma ERSR ind	Vif-A3G inh	RXFP1 agonist	LDHA inh	USP1 inh	PI4K2A block	TrxR1 substrate	mIDH1 inhibitor
Cc1ccc(C)n1-c1sc2c(c1C(=O)O)CCCC2	0.0%	-2.4%	-0.2%	3.0%	-3.6	-12.1%	-2.2	-2.8%[57.1 µM]	1.2%
CC(=O)Nc1ccc(S(=O)(=O)N2CCC(C(=O)NC3CC3)CC2)cc1	6.2%	-1.7%	4.1%	0.0%	-0.2	-16.6%	-6.1	-5.9%	-5.1%
CN(C(=O)c1ccc(NC(=O)C2CCCN(C(=O)OC(C)(C)C)C2)cc1)C1CCCC1 (stereo not drawn)	3.6%	-2.8%	4.3%	nt	-0.5	-12.8%	-1.1	-0.5%	7.0%
Cc1cccc(C)c1NC(=O)CNC(=O)c1ccc(N2CCCC2=O)cc1	7.4%	-4.1%	-5.4%	2.0%	-15.0	-25.3%	-1.0	-3.3%	-7.8%
Cc1ccc(C2=NC3(CCCCC3)NC2=S)cc1	3.5%	3.9%	0.0%	-0.1%	0.0	-0.2%	-2.3	-11.2%	0.5%
Cc1ccccc1NC(=O)/C(C#N)=C/c1ccc[nH]1	-8.3%	6.5%	-15.3%	0.6%	-3.0	-13.4%	-4.0	-3.8%	9.3%
C[C@@H](NC(=O)c1nc[nH]c1C(=O)NCC(=O)OC(C)(C)C)c1ccccc1	1.5%	-1.6%	0.4%	0.8%	1.5	-11.2%	-0.6	7.3%[57.1 µM]	-3.1%
CCOC(=O)C1(CCCc2ccccc2)CCN(C(=O)c2cncs2)CC1	?	2.3%	0.7%	2.0%	-1.5	-18.2%	4.4	0.0%	9.6%

canonical_smiles	Vif-A3F inh	Glioma ERSR ind	Vif-A3G inh	RXFP1 agonist	LDHA inh	USP1 inh	PI4K2A block	TrxR1 substrate	mIDH1 inhibitor
COc1ccc(OC)c(-c2cc(C(=O)Nc3c(C)nn(Cc4ccc(C)cc4)c3C)no2)c1	1.8%	-4.6%	-3.3%	15.5%	0.1	-23.1%	3.0	5.6%	-16.2%
COc1ccc(N2C(=O)/C(=C/N(C)C)NC2=S)cc1	9.6%	-1.9%	-0.2%	-3.7%	-2.1	?	-20.5	-1.4%[57.1 µM]	-15.2%
COc1cc(Br)cc(C(=O)N2CCc3ccccc32)c1OC	-3.5%	-1.8%	3.0%	nt	0.4	-22.7%	0.5	nt	-2.4%
O=C(NCC1CCCCC1)C1CCCN(C(=O)NC2CCCCC2)C1 (stereo not drawn)	-3.1%	-4.7%	0.3%	5.8%	-2.0	-4.0%	0.5	-1.1%	0.0%
CCOC(=O)c1c(NC(=O)CCC(=O)N2CCOCC2)sc2c1CC(C)(C)OC2	-11.4%	-0.1%	1.1%	0.6%	3.0	-9.1%	6.3	0.4%	-5.0%
Cc1ccc(S(=O)(=O)N(CCC(=O)O)c2ccccc2)cc1	-4.7%	-6.0%	-2.3%	0.9%	-6.0	-6.5%	5.6	-3.5%	2.3%
CCc1ccc(NC(=O)Cc2cn(C)c3ccccc23)cc1	-9.1%	7.0%	-3.5%	-1.1%	0.7&6.8	-12.1%	0.2	9.3%[57.1 µM]	-2.5%
COc1ccc(C2CC(=O)NC(=O)C2)cc1	5.4%	-4.4%	2.2%	0.5%	-7.4	-1.6%	-4.0	4.4%	8.1%
O=C(NCc1cccc(Cl)c1)c1ccc(N2CC3CC(C2)c2cccc(=O)n2C3)c(NC(=O)c2cccnc2)c1 (stereo not drawn)	-2.4%	-1.7%	-8.6%	1.6%	1.6	-16.6%	-1.0	4.3%	-9.6%
